12-LOX inh: ALOX12 (human) lipoxygenase inhibition; purified 12hLO, xylenol orange hydroperoxide absorbance; Potency, µM (doses to about 108 µM), for inactives: at the highest dose activity change, negative = inhibition, usual class: inhibitors; 1.1% of 580,000 active; AID 1671190; active = well fitted inhibition curve with a large enough effect; inconclusive = small, poorly fitted or top-dose-only effect, or another doubt; inactive = no such curve, though single readings can be large or run the other way
Target sequence (P18054 whole entry, looked up): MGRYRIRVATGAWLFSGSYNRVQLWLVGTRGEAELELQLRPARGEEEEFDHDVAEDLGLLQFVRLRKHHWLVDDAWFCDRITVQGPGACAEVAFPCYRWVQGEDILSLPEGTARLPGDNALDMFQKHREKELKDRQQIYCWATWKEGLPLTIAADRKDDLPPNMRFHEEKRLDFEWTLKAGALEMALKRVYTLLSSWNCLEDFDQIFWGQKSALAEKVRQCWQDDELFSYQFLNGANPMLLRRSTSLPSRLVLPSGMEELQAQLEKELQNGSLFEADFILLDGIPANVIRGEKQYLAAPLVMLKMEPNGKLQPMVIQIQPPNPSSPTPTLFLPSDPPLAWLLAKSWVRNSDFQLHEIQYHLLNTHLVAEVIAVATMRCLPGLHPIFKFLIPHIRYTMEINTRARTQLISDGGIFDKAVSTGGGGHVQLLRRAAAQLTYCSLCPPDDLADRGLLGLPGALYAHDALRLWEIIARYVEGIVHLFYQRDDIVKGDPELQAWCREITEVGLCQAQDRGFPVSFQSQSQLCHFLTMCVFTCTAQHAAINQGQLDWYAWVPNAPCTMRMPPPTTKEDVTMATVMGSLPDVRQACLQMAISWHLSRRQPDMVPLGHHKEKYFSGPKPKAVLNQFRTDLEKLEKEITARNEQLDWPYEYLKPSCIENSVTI
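Purified human 12hLO (150 nM final) in 25 mM Hepes, 0.01% Triton X-100, pH 7.0 was preincubated 15 min at room temperature with compound. Then 40 uM arachidonic acid was added, 30 min. Hydroperoxide was read by Fe-XO absorbance ratio 573/405 nm.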
Numbers without * were called inactive; ? = inconclusive; [ ] = remark or other dose. % is set by controls: 0 for no effect and ±100 for the full control effect; potency is the fitted concentration of half-maximal effect. These rows are one share of the data; the hit share may differ from the screen's.

SMILES | 12-LOX inh
Cc1noc(C)c1CCC(=O)N1CC[C@@H](NC(=O)c2cnccn2)[C@H](O)C1 | 6%
CC(C)c1ccc(C2C3=C(COC3=O)Nc3c2c(=O)n(C)c(=O)n3C)cc1 (stereo not given) | -1%
COc1cc(C)c(CN2CCCn3nc(C(=O)N4CCCC4)cc3C2)cc1C | 34%[activator]
COc1ccccc1-c1nc(C#N)c(N2CCN(C(=O)c3cccs3)CC2)o1 | -1%
Cc1ccc(Cl)cc1-n1ncc2c(=O)n(CC(N)=O)cnc21 | -25%
Cc1c(C(=O)Nc2ccc3oc(-c4cccc(F)c4)nc3c2)cccc1[N+](=O)[O-] | ?
COc1ccc(C(=O)N2N=C(c3ccsc3)CC2c2ccc3nccnc3c2)cc1 (stereo not given) | -7%
CC(C)CC(=O)N1CCC(N2CCCC(C(=O)NCc3ccccc3)C2)CC1 (stereo not given) | 41%
CCCCOC(=O)C(C)Oc1ccc2c(=O)c(-c3ccccc3)coc2c1 (stereo not given) | 35%
CCCNC(=O)CNC(=O)CCc1ncc(-c2ccc(C)cc2)o1 | 19%
c1ccc2c(NC34CC5CC(CC(C5)C3)C4)nc(N3CCCCC3)nc2c1 | 21%
CC(O)(c1cccnc1)c1nc(-c2ccc(S(C)(=O)=O)cc2)cs1 (stereo not given) | -27%
C[C@@H]1CN([C@@H](C)CO)C(=O)CCCn2nncc2CO[C@H]1CN(C)Cc1ccc2cccnc2c1 | 0%
COc1cccc(CC(=O)N2CCc3nnc([C@@H]4C[C@@H](O)CN4C)n3CC2)c1 | ?
CSc1ccc(/C=C(/C#N)C(=O)Nc2cccc(Cl)c2C)cc1 | 8%
CC1(C)CC(=O)C2=C(C1)Nc1cc3c(cc1C2c1ccc(OCC(=O)O)cc1)OCO3 (stereo not given) | ?
CCOc1ccc(NC(=O)C2CCc3ncc(-c4ccsc4)n3C2)cc1 (stereo not given) | 92%[activator]
CCOCCN1C(=O)COC[C@@H]1[C@H](O)c1ccc(NC(=O)c2ccc(OC)cc2)cc1 | 12%[176 µM]
CCC1(O)CCC12CCNCC2 (stereo not given) | 16%
CC1(C)CC(=O)C2=C(C1)NC(=O)CC2c1ccc(Cl)cc1 (stereo not given) | ?
O=C(Cc1ccccc1Cl)N1CCC2(CC1)NC(=O)N(c1cccc(F)c1)N2 | ?
Brc1ccccc1NC1C2CC3CC(C2)CC1C3 (stereo not given) | 46%[activator]
O=C1Nc2ccccc2CC12CN([S+](=O)([O-])c1cccc(C(F)(F)F)c1)C2 | 0%[6.33 µM]
CC1=C(C(=O)N2CCOCC2)C(c2ccc(F)c(Br)c2)C2=C(CCCC2=O)N1 (stereo not given) | 16%
C[C@@H]1CN([C@@H](C)CO)C(=O)CCCn2nncc2CO[C@H]1CN(C)Cc1ccc2c(c1)OCO2 | -27%

3 of the entries above in order of their number in 12-LOX inh, high to low.
molecule	12-LOX inh
CSc1ccc(/C=C(/C#N)C(=O)Nc2cccc(Cl)c2C)cc1	8%
COc1ccc(C(=O)N2N=C(c3ccsc3)CC2c2ccc3nccnc3c2)cc1 (stereo not given)	-7%
C[C@@H]1CN([C@@H](C)CO)C(=O)CCCn2nncc2CO[C@H]1CN(C)Cc1ccc2c(c1)OCO2	-27%

3 entries from above, in markdown.
| compound | 12-LOX inh |
| --- | --- |
| CCCCOC(=O)C(C)Oc1ccc2c(=O)c(-c3ccccc3)coc2c1 (stereo not given) | 35% |
| CCCNC(=O)CNC(=O)CCc1ncc(-c2ccc(C)cc2)o1 | 19% |
| c1ccc2c(NC34CC5CC(CC(C5)C3)C4)nc(N3CCCCC3)nc2c1 | 21% |

The list goes on:
SMILES | 12-LOX inh
CC(C)N1C(=O)C(CC(=O)NCCc2c[nH]c3ccccc23)=C2CCCCC21 (stereo not given) | 13%
COc1cc(/C=C/C(=O)c2nc3ccccc3s2)cc(OC)c1 | ?
CCCCNC(=O)c1c(N)[nH]c(C(=O)c2ccccc2)c1-c1ccccn1 | 1%
Cc1ncoc1C(=O)NCC1Cn2cccc2C(=O)N1Cc1ccccc1 (stereo not given) | 35%[activator]
CCc1ccc(NC(=O)c2ccc3c(c2)N(CC)C2CCCCN2C3=O)cc1 (stereo not given) | 13%
COc1ccc(C2CCCN2Cc2cccc(C)c2)cc1 (stereo not given) | 18%
CCOC(=O)CN1CCCC1c1ccc(C(=O)NCCn2ccnc2)s1 (stereo not given) | 28%
COc1ccc(C2Cn3cnc(C(=O)N4CCC(C(=O)Nc5cc(F)cc(F)c5)CC4)c3CO2)cc1 (stereo not given) | 24%
COc1ccccc1N1CCN(C(=O)Cn2ccn3nc(-c4ccc(F)cc4)c(CO)c3c2=O)CC1 | 17%
CCC(C)(C)C1CCc2c(sc(NC(=O)/C=C/c3ccccc3)c2C#N)C1 (stereo not given) | 28%
Cc1ccc(C)c(C(=O)COC(=O)c2ccc3ccccc3n2)c1 | -51%
O=C(CC1CCCO1)NC(c1ccccc1)C1CCCCC1 (stereo not given) | 8%
Cc1cccc(CN2CCNc3cc(-c4ccnc(C)c4)ncc3C2)c1 | -9%[176 µM]
N#C/C(=C/c1ccc(-c2ccccc2)cc1)C(=O)NCCc1ccccc1 | -8%
COc1cc(NC(=O)C(=O)NCCc2ccccc2)ccc1N1CCCCS1(=O)=O | 12%
O=C(O)c1cccc(/C=N/O)c1O | 2%
CCCN1CCC(N(C)C(=O)c2ccc(N(C)C)c(F)c2)CC1 | -30%
CCCCCCc1cc(C=O)c(O)cc1O | ?
CCCNC(=O)N(C1CCOCC1)C1CCN(C(=O)c2ccoc2)CC1 | 49%[activator]
COc1ccc(CCNC(=O)CN(c2ccc(Cl)c(C(F)(F)F)c2)S(C)(=O)=O)cc1OC | 50%[activator]
O=C(c1ccco1)N1CCC2(CC1)CC(N(Cc1ccc(F)cc1)C1CC1)CCO2 (stereo not given) | 20%
COC(=O)CNC(=O)N1CCC2(CC1)CC(c1ccccc1)CN(C)C2 (stereo not given) | 7%
Cc1ccc2c(CN(C)CCOc3cccc(Cl)c3)cc(=O)oc2c1 | -17%
Cc1ccc(NC(=O)Cc2n[nH]c(=O)c3ccccc23)c(F)c1 | 2%
CCNC(=O)NC(=O)C(C)OC(=O)c1cc(C)nc2ccccc12 (stereo not given) | 13%
SMILES | 12-LOX inh
CC(C)(C)c1ccccc1NC(=O)COC(=O)c1ccc2ccccc2n1 | ?
CCOc1ccccc1CN1C[C@@H]2C(=O)N(Cc3ccc4c(c3)OCO4)C(=O)[C@@H]2C1 | 34%[activator]
Cc1ccc(-c2c3c(nc4sc5c(c24)CCC5)-c2cc(F)ccc2S(=O)(=O)C3)cc1 | 6%
Cc1ccc(S(=O)(=O)N2C[C@H]3C(=O)C[C@@H](c4ccccc4)N(S(=O)(=O)c4ccc(C)cc4)[C@H]3C[C@H]2c2ccc(Cl)cc2)cc1 | -5%
O=C(N/N=C/c1ccsc1)c1cccs1 | -3%
COCCCn1c(C)cc(C(=O)NCC(=O)N2CCCCCNC(=O)CC2c2ccccc2)c1C (stereo not given) | 52%[activator]
CCN1C(=O)C2CC3(CCN(Cc4cn[nH]c4-c4ccc(F)cc4)CC3)CN2C1=O (stereo not given) | 44%[activator]
C=CCNC(=O)/C=C/c1ccc(OC)cc1 | -30%
Cc1ccc(C2=NC3(CCN(C(=O)c4cccc(C#N)c4)CC3)ON2)cc1 | 34%
CCNc1cc(N2CCC(CCC(=O)N3CCc4ccccc4C3)CC2)ncn1 | 55%[activator]
O=C(NC[C@@H]1CCCN2CCCC[C@H]12)c1cnn(-c2nccc(-c3cc4ccccc4o3)n2)c1C1CC1 | 17%
O=C(c1ccc(C(F)(F)F)cc1)N1CCn2c(nnc2C2CC2)C1 | 24%[176 µM]
COc1ccccc1NC(=O)N(C)C[C@H]1OCc2cnnn2CCCC(=O)N([C@H](C)CO)C[C@H]1C | -7%
CC(C)c1ccc(S(=O)(=O)c2nnn3c2nc(NCc2ccc(F)cc2)c2ccccc23)cc1 | 11%[6.33 µM]
Cc1oc(-c2ccccc2)nc1CC(=O)N(C)CC(=O)Nc1ccc(Cl)cc1 | -19%
CCc1nc2ccccc2c(C(=O)OCC(=O)NC2CCCCC2)c1C | -25%
N#Cc1ccc(S(=O)(=O)N2CCC(Cc3nc(-c4ccncc4)n[nH]3)C2)cc1 (stereo not given) | 31%[activator]
COc1ccccc1CNC(=O)CSc1nnc(C)n1C1CCCCC1 | 16%
CCNC(=O)CSc1nc(C2CC2)nc2ccccc12 | 4%
CCCN1CCS(=O)(=O)N(Cc2cn(CC(=O)OCC)nn2)C(C(=O)OC)C1 (stereo not given) | ?
COCCN(C)C[C@H]1C[C@@H](CO)CN(C(=O)Cc2ccc(C)c(C)c2)C1 | ?
CN1Cc2ccc(C(=O)Nc3ccccc3)cc2OCC1=O | -14%[176 µM]
O=C(NC1CC(c2cc(N3CCC(O)C3)ncn2)C1)c1ccoc1 (stereo not given) | 30%
CC(Oc1ccccc1C(C)C)C(=O)N1CCN(c2ncccn2)CC1 (stereo not given) | 36%[activator]
COc1ccc(C(=O)/C(=C/c2ccc(C)o2)c2nc3ccccc3o2)cc1OC | ?
SMILES | 12-LOX inh
CCCn1c(C)cnc1CC1CCCN(C(=O)Cc2cccc(F)c2)C1 (stereo not given) | 49%[activator]
CCCCCCn1nc(C(=O)N(C)Cc2cccc(OC)c2)c2ccccc2c1=O | -19%
COc1ccc(-c2cc3c(=O)n(CCNC(=O)c4ccc(N(C)C)cc4)ccn3n2)cc1 | 5%
CC(=O)NC(c1ccccc1)c1nc(-c2cccc(C(=O)O)c2)cs1 (stereo not given) | ?
O=C(CSc1nc2ccccc2nc1N1CCCCC1)Nc1cccc(Br)c1 | 56%[activator]
N#Cc1ccc(CSCc2nc(N)nc(Nc3ccccc3)n2)cc1 | ?
COc1ccc(S(=O)(=O)NCC(=O)O)c2ccccc12 | 49%[activator]
O=C(Nc1ccc2c(c1)OCCO2)N1CCC(Cc2nc(-c3cccnc3)n[nH]2)C1 (stereo not given) | 41%[activator]
Clc1cccc(-c2cnc([C@@H]3COCCN3Cc3ncc[nH]3)[nH]2)c1 | 55%[activator][176 µM]
CC(=O)Nc1ccc(S(=O)(=O)N[C@@H]2C=C[C@@H](c3c(C)nn(-c4ccc(C(C)(C)C)cc4)c3C)C2)cc1 | -14%
CN(CC1CCCN(CCc2ccccc2F)C1)C(=O)c1cc2ccccc2o1 (stereo not given) | -19%
CCOC(=O)C1=CCN(S(=O)(=O)c2ccc(F)cc2)C1c1ccc(C)cc1 (stereo not given) | ?
Cc1c(Cl)cccc1NC(=O)CN1C(=O)NC2(CCOCC2)C1=O | -8%
COc1ccc(N2CC(C(=O)NCCNC(=O)c3cn(C)c4ccccc34)CC2=O)cc1 (stereo not given) | 11%
CC(C)C(=O)Nc1nc2c(s1)C(=O)CC(C)(C)C2 | 8%
COCCCNC(=O)c1cc(C2CC2)nc2ccccc12 | 30%[activator]
CCOc1cc(=O)n2c(c1C(=O)Nc1ccc(C(C)C)cc1)CCCC2 | 38%[activator]
CN(C)C[C@@H]1CN(S(C)(=O)=O)C[C@H]1NC(=O)c1nccc2ccccc12 | 77%[activator]
CNC(=O)N1CCC2(CC1)CC(N(Cc1ccc(F)cc1)C1CC1)CCO2 (stereo not given) | 34%
O=C(N[C@H]1CCN2C(=O)c3cc(-c4ccccc4)ccc3NC(=O)[C@H]12)C1CCCC1 | ?
CCCC1NC(=O)c2cc3ccccc3cc2-n2c1nc1cc(Cl)ccc1c2=O (stereo not given) | ?
COc1ccc([C@H]2C[C@@H](O)[C@@H](O)[C@@H]2NC(=O)c2c(-c3ccccc3)noc2C)cc1 | 45%[activator][176 µM]
CN(Cc1ccccc1)C(=O)C1CCCN(Cc2ccccc2C(F)(F)F)C1 (stereo not given) | ?
Cc1cccc2c(N3CCCC3)nc(CNS(=O)(=O)c3ccccc3F)nc12 | -5%
Cc1cc2oc(=O)cc(COC(=O)c3cccs3)c2cc1C(C)C | 15%
SMILES | 12-LOX inh
CCCCNC(=O)[C@@H]1CCCC[C@@H]1C(=O)N1CC(n2nc(C)cc2C)C1 | 2%
COc1ccccc1-c1cc(C(=O)NCCc2ccc(Cl)cc2)c2cnn(C)c2n1 | ?
Cc1ccc(CN2CCCC(c3nc(-c4cccnc4)no3)CCNC(=O)CC2)o1 (stereo not given) | -2%
Cc1ccc(-c2nccn3cc(C(=O)N4CCN(CC(C)C)CC4)nc23)cc1 | 25%
COCCCN1C(=O)C(CC(=O)NCc2cccs2)CC(C(=O)N(C(C)C)C(C)C)=C1C (stereo not given) | 1%
CNCCN1C(=O)CC[C@H]2CN(C(=O)c3cnc4c(c3)CCCC4)CC[C@H]21 | 23%
O=C(CCCc1ccccc1)N1CCN(C2CCN(CCc3ccccc3)C2=O)CC1 (stereo not given) | 25%
O=c1[nH]c(=O)n(CCc2ccccc2)c2nccc(-c3ccccc3)c12 | 11%
CC(C)c1ccc2c(c1)CCCN2C(=O)c1cnc2c(cnn2C(C)C)c1 | -7%

Copied from the listing for reference:
SMILES | 12-LOX inh
Cc1noc(C)c1CCC(=O)N1CC[C@@H](NC(=O)c2cnccn2)[C@H](O)C1 | 6%
CC(C)c1ccc(C2C3=C(COC3=O)Nc3c2c(=O)n(C)c(=O)n3C)cc1 (stereo not given) | -1%
COc1cc(C)c(CN2CCCn3nc(C(=O)N4CCCC4)cc3C2)cc1C | 34%[activator]
COc1ccccc1-c1nc(C#N)c(N2CCN(C(=O)c3cccs3)CC2)o1 | -1%
Cc1ccc(Cl)cc1-n1ncc2c(=O)n(CC(N)=O)cnc21 | -25%

From PubChem
